HIF-2a inh – blocks HIF-2a reporter activity | 786-0 RCC cells HIF-2a reporter, luciferase luminescence, overnight | AID 624352 | 360,000 compounds, 0.72% hits | inhibition, % at 18.8 µM;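 active = inhibition of the luminescence signal of 40% or more relative to plate controls, in a single-dose primary screen at 18.75 µM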
MITF TRPM1 inh – MITF TRPM1 promoter inhibition in SK-MEL-5 cells | SK-MEL-5 TRPM1 promoter luciferase, 24 h | inhibition, % at 12.5 µM | 330,000 compounds, 0.83% hits | AID 488899;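 active = mean inhibition across replicates of 60% or more, whatever share of single replicates reaches that level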; note: values of inactives mirror those of a sister screen read the other way
NR2E3 ag-1 – activates human photoreceptor nuclear receptor NR2E3; GST-NR2E3/biotin-RetCOR TR-FRET, 1536-well; Q9Y5X4; AID 2300; 320,000 compounds, 0.12% hits; inhibition of corepressor binding, % at 4.78 µM;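 active = percent inhibition above the cutoff of mean plus 3 SD of all tested compounds, set per screening campaign, cut at about 20% in these data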;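 note: 0% = DMSO wells and 100% = biotin wells as full block of FRET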
Target sequence (Q9Y5X4 whole entry, looked up): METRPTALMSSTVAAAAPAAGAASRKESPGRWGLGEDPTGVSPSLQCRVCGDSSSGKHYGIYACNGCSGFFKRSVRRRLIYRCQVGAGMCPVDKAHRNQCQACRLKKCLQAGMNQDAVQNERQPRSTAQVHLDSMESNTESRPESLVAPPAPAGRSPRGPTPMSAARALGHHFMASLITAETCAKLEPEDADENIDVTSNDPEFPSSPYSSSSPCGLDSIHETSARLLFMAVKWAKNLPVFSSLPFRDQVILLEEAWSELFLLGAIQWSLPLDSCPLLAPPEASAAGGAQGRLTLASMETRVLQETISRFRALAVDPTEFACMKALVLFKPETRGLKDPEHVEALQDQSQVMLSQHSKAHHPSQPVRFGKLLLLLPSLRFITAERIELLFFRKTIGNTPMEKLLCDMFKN
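System: GST-tagged NR2E3 plus biotinylated RetCOR corepressor; Amount: 1.35 nM GST-tagged NR2E3 final; Dosing: single nominal compound dose of 4.8 µM; Schedule: 5 h incubation at 4 °C; Technique: TR-FRET with europium anti-GST and streptavidin-D2, 340 nm excitation; Controls: biotin wells as high control, 0.6% DMSO wells as low control.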
CF NFkB block – inhibitors of cystic fibrosis induced NF-kB; KKLEB NF-kB-GFP reporter, PAF-induced, GFP fluorescence overnight; inhibition, % at 5 µM; 360,000 compounds, 0.86% hits; AID 588850;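 active = at least 50% inhibition at 5 µM, scaled per plate between neutral and stimulator controls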;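 note: PAF is a Pseudomonas aeruginosa culture filtrate used as stimulus; plate controls were PAF-stimulated DMSO wells for no effect and unstimulated DMSO wells for full effect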
Peg3 prom inh – inhibitors of Peg3 promoter; HeLa PEG-Prom luciferase reporter, luminescence, overnight; AID 588405; 360,000 compounds, 1.7% hits; inhibition, % at 20 µM;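 active = inhibition of at least 50% at 20 µM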
hiPSC survival – enhancers of human iPSC single-cell survival. 360,000 compounds, 0.044% hits. hiPSC single-cell survival, ATPlite luminescence; 100% = ROCK inhibitor wells, 0% = DMSO. survival enhancement, % at 20 µM; in the data active = survival enhancement above about 18%;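 note: cells exposed to compounds for 16 hours before the ATP read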
NR2E3 ag-2 – agonists of human NR2E3 nuclear receptor; Q9Y5X4; CHO-S Gal4-NCOR/VP16-NR2E3 two-hybrid, luciferase; inhibition of corepressor binding, % at 3.98 µM; 360,000 compounds, 0.35% hits; AID 602229;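 active = inhibition above the mean of all tested compounds plus 3 SD, cut at about 70% in these data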;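 note: 0% = DMSO with NR2E3 transfected cells and 100% = cells lacking NR2E3 construct; higher means lower luciferase signal from less NR2E3 corepressor binding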
C8 TRAIL sens – caspase-8 TRAIL sensitization; NB7+C8 cells + TRAIL, ATPlite viability luminescence; inhibition (viability loss, TRAIL sensitization), % at 10 µM; 360,000 compounds, 1% hits;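 active = compounds causing at least 50% loss of cell viability in the single-dose screen, relative to plate controls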
KKLEB tox – reduces viability of KKLEB cystic fibrosis airway cells; activity change (cytotoxicity), % at 5 µM; 360,000 compounds, 0.36% hits; KKLEB CF airway cells viability, ATPlite luminescence, overnight; stronger effect = lower value; cells stimulated with P. aeruginosa culture filtrate;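 active = corrected activity change at or below -50% at 5 µM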
EBV LMP1 NFkB – Epstein-Barr LMP1 NF-kappaB reporter inhibition | LMP1-induced NF-kappaB luciferase reporter cells, luminescence | inhibition, % at 12.5 µM | 350,000 compounds, 0.69% hits | AID 504558; in the data active = inhibition above about 41%;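 note: 0% = neutral control wells and 100% = reference inhibitor control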
Shn3 inh set2 – reduces Shn3 3'UTR luciferase signal in osteoblasts | Clone20 osteoblast Shn3 3'UTR firefly luciferase, 24 h | inhibition, % at 12.5 µM | 360,000 compounds, 0.52% hits;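 active = mean inhibition of at least 75% with every replicate also reaching 75%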;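 note: 0% = median of neutral control wells and 100% = pilot-screen positive control compound; some compounds past the cut are filed as inactive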
Starred values were filed as active, the others as inactive; nt = no result given. Only part of the results is shown; rates above refer to the full screens.

SMILES	HIF-2a inh	MITF TRPM1 inh	NR2E3 ag-1	CF NFkB block	Peg3 prom inh	hiPSC survival	NR2E3 ag-2	C8 TRAIL sens	KKLEB tox	EBV LMP1 NFkB	Shn3 inh set2
C=CCSc1nnc(NC(=O)c2ccc3c(c2)OCCO3)s1	-115	nt	nt	11	-216	-1.2	-156	31	-2	20	-100
CCOC(=O)NCc1ccc(Cl)c(Cl)c1	6	-5	1	-10	-2	-1.0	-4	-20	5	2	-6
CC(C)OC(=O)N(C)c1ccc(C(O)(C(F)(F)F)C(F)(F)F)cc1	-96	-24	0	6	-18	-1.4	-6	-1	-4	-10	6
Cc1cccc(NC(=O)C2CCN(S(=O)(=O)c3c(C)[nH]c(=O)[nH]c3=O)CC2)c1	14	-4	-1	4	9	0.1	-1	-4	10	5	18
COc1cc(-c2[nH]ncc2CN2CCSCC2)cc(OC)c1OC	-8	12	0	-31	12	-0.5	-10	20	0	4	6
Cc1cnc(C(=O)OC(C)C(=O)NC2CCCc3ccccc32)cn1 (stereo not given)	10	-3	-1	5	3	0.5	9	-8	0	-9	-4
Cc1noc(C)c1NC(=O)N(C)C[C@H]1Oc2c(NS(=O)(=O)c3cn(C)cn3)cccc2C(=O)N([C@H](C)CO)C[C@@H]1C	8	7	nt	8	-11	4.3	9	0	0	11	13
O=[N+]([O-])c1ccc(OCc2cnc(Cl)s2)c([N+](=O)[O-])c1	-74	0	0	-5	-27	-1.4	-9	-3	5	-4	6
Cc1ccc(C(C)C)c(OCCNS(C)(=O)=O)c1	-65	14	1	-8	-61	-1.1	-4	-6	-2	1	-5
CN(C)S(=O)(=O)c1ccc(C(=O)OCc2nnc(-c3ccccc3)o2)cc1	-41	10	1	-6	-20	-0.2	-17	-12	2	4	-14
O=C(COC(=O)C1=Cc2ccccc2OC1)NCc1ccccc1	7	-1	-2	14	-2	-0.3	6	9	-24	-3	0
Cc1cc(SCc2ccccc2F)nc(=O)[nH]1	6	-13	1	-2	-14	-0.1	-2	-22	10	-8	-11
Cc1cc(C(=O)Nc2nc3c(s2)CCCC3)no1	-60	-2	0	12	-121	-1.2	-137	7	0	20	-28
Cc1ccc(SCC(=O)OCC(=O)NCc2cccs2)cc1C	4	-3	-1	-9	-9	-0.5	-8	0	0	-1	-10
C=CCn1c(C)nnc1SCC(=O)NC1CCCCC1	7	0	3	8	-16	-0.2	-15	0	15	5	1
Cn1cnnc1SCc1ccc(C#N)cc1	14	9	-2	-4	3	0.7	-7	-3	6	-4	-4
Cc1nn2c(N3CCN(CCO)CC3)c3c(nc2c1-c1ccccc1)CCCC3	-3	-11	-3	4	11	-0.4	4	15	5	-1	12
COc1ccc(/C=N/Nc2ccccn2)cc1OC	-223	-70	1	3	-200	-1.0	-17	9	0	-3	nt
CC(OC(=O)C1CCCCC1)C(=O)Nc1ccc(S(N)(=O)=O)cc1 (stereo not given)	11	7	4	5	3	-0.4	16	-8	-9	6	-13
CCN(CC)C(=O)c1sc(NC(=O)c2cccs2)c(C#N)c1C	5	8	3	-15	10	-1.2	-5	-2	8	-9	0
Cc1nc(-c2ccccc2)[nH]c(=O)c1Oc1ccc(Cl)cc1Cl	5	3	3	0	17	-0.1	-16	8	6	-5	12
CCOC(=O)Nc1ccc(S(=O)(=O)N(C)C(C)C)cc1	-9	-1	1	14	13	-1.3	-8	-6	9	3	16
CCCN(CC(=O)Nc1ccccc1C)C(=O)c1ccc(C(=O)c2ccccc2)cc1	0	-6	-2	-1	17	-0.4	-8	8	-15	7	-21
CC(=O)Oc1ccc(/C=N\NC(=O)c2cc3c(ccc4ccccc43)o2)cc1	-11	-5	0	-64	-58	0.5	19	64*	10	-7	-17
O=S(=O)(c1ccccc1)N1CCN(C(=S)NCCCN2CCOCC2)CC1	5	5	6	-13	-9	-0.1	16	-1	9	0	49
O=C(Nc1c2c(nn1-c1ccc(F)cc1)CS(=O)C2)C12CC3CC(CC(C3)C1)C2 (stereo not given)	21	6	1	1	9	4.9	-28	-8	0	0	nt
CC(=O)c1c(C)[nH]c(C(=O)CN2CCN(S(=O)(=O)c3ccccc3F)CC2)c1C	0	10	nt	-1	7	0.3	0	5	1	5	63
CC(C)(C)N(Cc1ccccc1)C(=O)COC(=O)C1CCN(c2ccc(C(F)(F)F)cn2)CC1	-4	12	0	5	-6	-0.1	9	16	-14	4	-10
CCOC(=O)c1c(N)nn(C(=O)c2ccccc2F)c1-c1ccc(OC)cc1	-2	8	-3	2	17	-0.4	2	-1	4	8	16
O=C(COC(=O)CCc1nc2ccccc2c(=O)[nH]1)Nc1ccc(OC(F)(F)F)cc1	1	2	2	-28	5	-0.4	-16	-9	-6	5	-11
CCCN1C(=O)SC(CC(=O)Nc2ccc(C)cc2)C1=O (stereo not given)	-21	6	-3	1	-1	-4.4	11	-22	1	-1	-16
Cc1ccc(C(=O)Nc2ccccc2C(=O)NC2CCCCC2)cc1S(=O)(=O)N1CCOCC1	0	-20	-1	9	12	-0.2	-17	-7	-17	4	8
Cn1cccc1CC(=O)NNC(=S)Nc1ccccc1Cl	-29	12	0	-10	6	-1.1	-7	-2	-9	58*	-8
O=C(c1cccc(C(=O)N2CCN(Cc3ccccc3)CC2)c1)N1CCN(Cc2ccccc2)CC1	-5	11	1	-9	3	-0.9	0	-1	12	12	16
c1ccc(-c2oc3ncnc(NCCCN4CCOCC4)c3c2-c2ccccc2)cc1	32	5	-1	-3	39	-1.1	14	15	-15	8	12
O=C1N/C(=N\S(=O)(=O)c2ccccc2)S/C1=C\c1cc([N+](=O)[O-])ccc1O	13	-7	-1	2	-6	2.3	-6	-2	-5	3	-18
CC(C)(C)C(=O)Nc1sc2c(c1C#N)CCC2	8	0	-2	-2	6	-0.4	-10	-14	1	0	-12
Cc1ccc(NC(=O)c2cc(-c3ccc(F)cc3)on2)cc1C	-68	-13	0	1	-67	0.4	-6	7	5	-15	-25
COc1cc(/C=C/CO)cc(OC)c1O[C@@H]1O[C@H](CO)[C@@H](O)[C@H](O)[C@H]1O	-3	-19	3	-7	2	-1.3	19	-1	-2	-2	32
COc1ccc(C2=CN3CCCCC3CC2=O)cc1OC (stereo not given)	-107	-41	nt	-3	-89	6.1	-46	6	15	1	-24
C[C@H](CO)N1C[C@H](C)[C@@H](CN(C)S(=O)(=O)c2ccc3c(c2)OCCCO3)OCc2cnnn2CCCC1=O	1	nt	nt	8	-9	9.6	-3	-1	-7	3	5
Cc1ccc(-c2sc(C(=O)NN)c(C)c2C#N)cc1	-11	6	8	-3	4	-0.8	1	34	16	25	-8
Cc1ccc(S(=O)(=O)NCCC(=O)NC2CCCCC2C)cc1 (stereo not given)	7	nt	3	16	18	0.8	-31	10	-3	5	2
CCCCC/S(CC1CC1(Cl)Cl)=N\S(=O)(=O)c1ccc(C)cc1 (stereo not given)	8	5	6	17	33	1.9	-11	-10	-5	7	8
CCC(=O)NC(Nc1ccccn1)(C(=O)OC)C(F)(F)F (stereo not given)	8	-6	-2	9	22	-1.8	-9	7	-4	4	19
O=[N+]([O-])c1ccc(COc2ccccc2CN2CCCC2)cc1	-16	3	nt	0	-30	0.9	-57	13	-1	-2	-7
O=c1cc(-c2ccccc2)n(S(=O)(=O)c2ccc3ccccc3c2)o1	-26	5	-1	7	-28	0.5	-11	2	-3	-1	-6
Cc1[nH]c2ccccc2c1C(=O)CSC(=S)N1CCCCC1	-242	-82	4	8	-339	-1.6	-113	35	-15	-33	-109
Cc1ccccc1NC(=O)CN(c1ccc(F)cc1)S(C)(=O)=O	10	0	0	2	3	-3.1	11	-8	1	4	-8
CC(=O)Nc1ccc(N=Cc2c(O)c3ccccc3oc2=O)cc1	11	6	nt	26	31	-0.3	-7	-1	-9	4	56
(next part)
SMILES	HIF-2a inh	MITF TRPM1 inh	NR2E3 ag-1	CF NFkB block	Peg3 prom inh	hiPSC survival	NR2E3 ag-2	C8 TRAIL sens	KKLEB tox	EBV LMP1 NFkB	Shn3 inh set2
CN1CC[n+]2c(CN3C(=O)c4ccccc4C3=O)csc21	2	-2	1	2	-11	1.1	7	-10	-1	-3	6
COc1ccc(CCn2c(NN)nc3c2c(=O)[nH]c(=O)n3C)cc1	15	7	-5	-8	24	-0.2	-21	25	-14	6	nt
CCS(=O)(=O)Nc1ccccc1C(N)=O	13	3	0	7	6	-0.6	-4	-7	6	2	-15
C=C(C)C1Cc2c(C)nn(-c3nc(C)cc(C)n3)c2C1 (stereo not given)	4	19	0	-4	12	-3.0	34	-6	0	7	12
C/C(=N\NC(=O)C(C)Sc1ccccc1)C(C)(C)C (stereo not given)	-25	2	1	-1	1	0.5	7	-8	8	-3	12
COc1cccc(-c2nc(-c3ccccn3)no2)c1OC	-178	-78	2	-21	-277	-3.6	-79	12	5	-8	-78
Cc1ccc(S(=O)(=O)N(C)CCCC(=O)NC(C)(C)C)cc1	19	4	3	-15	-6	0.2	17	-1	7	1	11
S=C(Nc1cc(Cl)cc(Cl)c1)N1CCCC1	1	3	0	17	10	0.4	-14	-6	14	-5	6
O=C(NCc1nnnn1-c1ccc(F)c(F)c1)c1ccc(S(=O)(=O)N2CCOCC2)cc1	6	-1	0	-3	-11	-0.5	-20	7	-15	3	15
Cc1cc(C)c2nc(SCC(=O)Nc3cc(C)on3)c(C#N)cc2c1	-8	-14	0	-3	36	-0.5	3	9	5	-28	-2
CCN(CC(=O)Nc1c(F)cccc1F)C(=O)CCCc1cccs1	8	6	1	12	5	-0.4	16	0	-12	-7	9
COc1cc(C(=O)NNC(=S)Nc2ccc(S(N)(=O)=O)cc2)cc(OC)c1OC	14	6	-3	-18	7	0.1	13	0	7	7	4
Cn1c(=O)c2c(nc(SCCN3CCOCC3)n2Cc2ccc(F)cc2)n(C)c1=O	-218	-48	0	6	-209	-0.2	-111	5	-8	-18	-27
Cc1ccc2c(=O)cc(C(=O)NCc3ccccc3)oc2c1C	5	-4	2	8	8	0.8	-2	0	-10	9	2
O=C(CCc1nc(-c2ccccc2F)no1)NC1CCCCC1	-19	-2	-3	-12	21	-0.5	5	6	8	0	-8
Cc1ccncc1C(N)=O	10	2	2	-6	2	0.1	-1	-1	6	-1	6

Record cards, from the list above. Screens in order: HIF-2a inh, MITF TRPM1 inh, NR2E3 ag-1, CF NFkB block, Peg3 prom inh, hiPSC survival, NR2E3 ag-2, C8 TRAIL sens, KKLEB tox, EBV LMP1 NFkB, Shn3 inh set2
C/C(=N\NC(=O)C(C)Sc1ccccc1)C(C)(C)C (stereo not given) as listed: -25, 2, 1, -1, 1, 0.5, 7, -8, 8, -3, 12
Cc1noc(C)c1NC(=O)N(C)C[C@H]1Oc2c(NS(=O)(=O)c3cn(C)cn3)cccc2C(=O)N([C@H](C)CO)C[C@@H]1C as listed: 8, 7, nt, 8, -11, 4.3, 9, 0, 0, 11, 13
CCOC(=O)c1c(N)nn(C(=O)c2ccccc2F)c1-c1ccc(OC)cc1 as listed: -2, 8, -3, 2, 17, -0.4, 2, -1, 4, 8, 16
